# AmpC inh detg: blocks E. coli AmpC beta-lactamase in detergent assay; AmpC hydrolysis of nitrocefin, absorbance 480 nm, 0.01% Triton; AID 485294; 0.041% of 370,000 active; Potency, µM (doses to about 114 µM), without a hit: at the highest dose activity change, negative = inhibition, most hits filed as inhibitors;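 note: potency is the fitted concentration of half-maximal effect; 0% = no-compound wells and -100% = no-enzyme wells; nearly all actives have a fitted effect of over 25% in size; some results filed as inactive show a strong effect at the top dose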
# Target sequence (P00811 whole entry, looked up): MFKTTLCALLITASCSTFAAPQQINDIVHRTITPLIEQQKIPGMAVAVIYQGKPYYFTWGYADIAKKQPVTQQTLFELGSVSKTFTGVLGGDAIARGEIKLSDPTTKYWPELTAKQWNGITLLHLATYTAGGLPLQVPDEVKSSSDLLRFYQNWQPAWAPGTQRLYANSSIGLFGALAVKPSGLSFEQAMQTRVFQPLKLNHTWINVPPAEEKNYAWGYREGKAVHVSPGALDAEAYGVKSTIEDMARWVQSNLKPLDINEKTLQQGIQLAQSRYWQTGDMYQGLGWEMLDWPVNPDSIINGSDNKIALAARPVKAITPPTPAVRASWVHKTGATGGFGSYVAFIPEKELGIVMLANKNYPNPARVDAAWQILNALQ
#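 20 mM phosphate pH 7.0 + 0.01% (detergent screen) or 0.0001% Triton X-100; 5.3 nM AmpC reagent; cpd preinc 15 min RT; nitrocefin (800 uM stock) to start; A480 q20 s × 4 min; Activity was normalised to no-enzyme and no-compound control wells.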
# LmPK inhibitor: inhibitors of Leishmania mexicana pyruvate kinase; Potency, µM (doses to about 57.5 µM), for the others: at the highest dose activity change, negative = inhibition, most hits filed as inhibitors; Q27686; purified LmPK, Kinase-Glo ATP luminescence, 1 h; AID 1721; 0.37% of 290,000 active; note: potency is the fitted concentration of half-maximal effect
# Target sequence (Q27686 whole entry, looked up): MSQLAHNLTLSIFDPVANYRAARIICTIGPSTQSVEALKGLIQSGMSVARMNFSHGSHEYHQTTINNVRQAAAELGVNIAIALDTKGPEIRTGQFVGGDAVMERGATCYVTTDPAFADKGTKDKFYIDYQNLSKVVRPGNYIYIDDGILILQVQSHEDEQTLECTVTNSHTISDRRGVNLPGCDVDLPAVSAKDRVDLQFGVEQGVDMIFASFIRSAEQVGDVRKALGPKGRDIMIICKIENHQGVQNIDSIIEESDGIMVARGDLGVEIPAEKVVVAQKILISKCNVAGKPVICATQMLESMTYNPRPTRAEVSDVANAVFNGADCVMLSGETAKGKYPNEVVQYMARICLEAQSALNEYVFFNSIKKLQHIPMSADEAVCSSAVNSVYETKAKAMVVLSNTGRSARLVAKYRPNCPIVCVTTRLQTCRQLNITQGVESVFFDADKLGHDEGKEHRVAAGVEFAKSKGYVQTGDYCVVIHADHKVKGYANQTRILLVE
#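 In 50 mM imidazole pH 7.2 with 7 mM MgCl2, LmPK (0.1 nM) turned over PEP (0.5 mM) and ADP (0.1 mM) for 1 h at room temperature. Luciferase read-out of ATP.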
# TbPYK inhibitor: blocks Trypanosoma brucei pyruvate kinase. TbPYK enzyme, Kinase-Glo Plus ATP luminescence, 45 min. Potency, µM (top dose mostly 76.8 µM), without a hit: top-dose activity, negative = inhibition, hits mostly inhibitors. 0.12% of 410,000 active; note: potency is the fitted concentration of half-maximal effect; nearly all actives have a fitted effect of over 50% in size
#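 Assay buffer: 50 mM TEA pH 7.2, 100 mM KCl, 10 mM MgCl2, 0.05% BSA, 0.01% Tween-20. Pyruvate kinase from T. brucei plus substrate met compound, then ADP (130 uM final). Luminescence was read post 45 min RT.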
# AMA1-RON2 inh: inhibitors of Plasmodium falciparum AMA1-RON2 interaction; AlphaScreen AMA1-biotinylated RON2 peptide binding; Potency, µM (series often up to 58.2 µM), inactives show top-dose activity change, negative = inhibition, actives largely listed as inhibitors; 0.2% of 360,000 active;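 note: potency is the fitted concentration of half-maximal effect; 0% = vehicle wells and -100% = peptide control; nearly all actives have a fitted effect of over 45% in size; some results filed as inactive show a strong effect at the top dose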
#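 AMA1 (3D7) with his tag at 25 nM final met compounds first, then biotinylated RON2 peptide at 25 nM; detection used donor plus acceptor beads, 10 µg/mL apiece, read by AlphaScreen after 30 min at room temperature.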
# AmpC inh no detg: AmpC beta-lactamase inhibition without detergent; P00811; AmpC nitrocefin hydrolysis, absorbance 480 nm, 0.0001% Triton; Potency, µM (series often up to 57.1 µM), without a hit: top-dose activity change, negative = inhibition, actives largely listed as inhibitors; 0.52% of 330,000 active; AID 485341;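 note: potency is the fitted concentration of half-maximal effect; plate controls were no compound for no effect and no enzyme for full effect; nearly all actives have a fitted effect of over 20% in size; some results filed as inactive show a strong effect at the top dose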
#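 AmpC (5.3 nM in the dispensed reagent) in 20 mM phosphate pH 7.0 with 0.01% (detergent screen) or 0.0001% Triton X-100 was preincubated with compounds for 15 min at room temperature. Nitrocefin was then added from an 800 uM solution, and hydrolysis was followed at 480 nm.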
# Sm TGR block: S. mansoni TGR enzyme inhibition | AID 485364 | purified TGR, DTNB reduction, TNB absorbance 405 nm | 3% of 360,000 active | Q962Y6 | Potency, µM (doses to about 114 µM), for the others: top-dose activity change, negative = inhibition, hits mostly inhibitors; note: potency is the fitted concentration of half-maximal effect; nearly all actives have a fitted effect of over 60% in size
#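 First, TGR (20 nM dispensed) and NADPH were mixed with compound. Second, a 15 min room-temperature incubation followed. Third, further NADPH and then DTNB were added to start the reaction. Finally, TNB absorbance was monitored kinetically.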
# HCMV antiviral: inhibitors of human cytomegalovirus | 4.5% of 410,000 active | HFF cells, HCMV-luciferase reporter, 72 h; hits give low values | activity change, negative = inhibition, % at 57.5 µM; in the data active = activity change below about -60%; inconclusive = no clear call, values can overlap the other calls; inactive = above about -39%
#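 Steps: HFFs plated, 16 h 37C; compounds added; HCMV-luciferase added to MOI 1 PFU/cell; 72 h 37C; OneGlo reagent, 5 min room temperature; luminescence read, normalized to controls.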
# * marks the source's active call; other numbers are inactive results; ? = inconclusive; nt = not tested or not shown; & = joins results of further samples; [ ] = dose if it differs, or a comment. Unless noted, calls come from the whole dose curve; as a rule, active = well fitted curve in the direction sought with a large enough effect; inconclusive = small, poorly fitted or top-dose-only effect, or another doubt; inactive = no such curve, though single readings can be large; an effect the other way counts as inactive or inconclusive. Unless noted, % is set by controls: 0 for no effect and ±100 for the full control effect.
# Values run as follows: AmpC inh detg, LmPK inhibitor, TbPYK inhibitor, AMA1-RON2 inh, AmpC inh no detg, Sm TGR block, HCMV antiviral
> COc1ccc(C(=O)CSc2nc(SC)ns2)cc1OC
→ -6.3%, 0.6%, -0.1%, 6.4%, nt, 2.8%, 59.2
> Fc1ccc(-c2cc(C(F)(F)F)nc(-n3cccn3)n2)cc1
→ -4.2%, 0.1%, 7.7%, 31.4%[activator], 11.6%, -9.7%, -0.7
> CC(C)(C)c1ccc(/C=C2\Oc3cc(OC(=O)N4CCOCC4)ccc3C2=O)cc1
→ ?, -4.0%, -9.0%, -12.2%, -24.6%, 1.8%, -37.7
> COc1cc2oc(-c3ccc(O)cc3)cc(=O)c2c(O)c1OC
→ -2.3%, 3.6%, -2.6%, 67.0%[activator], -38.3%, -9.7%, -109.8*
> Cc1ccc(/C=C/c2onc(C)c2S(=O)(=O)N2CCC(C(=O)Nc3cc(F)ccc3F)CC2)cc1
→ 0.5%, nt, 0.2%, nt, nt, -5.5%, 2.5
> O=C(CSc1nnc(-c2ccc(Br)cc2)n1C1CCCCC1)N1CCCC1
→ -11.4%, 0.9%, -24.5%, -0.4%, 136.2%[activator], -2.6%, -27.4
> Nc1cc(=O)[nH]c(SCC(=O)Nc2ccc3c(c2)CCC3)n1
→ -14.5%, 0.5%, 1.0%, -5.5%, -47.0%, 4.7%, 93.8
> CC(C)C[C@@H](C(=O)NCc1ccco1)N1C(=O)N2CCc3c([nH]c4ccccc34)[C@@]2(C)C1=O
→ 0.5%, -5.1%, 3.9%, -17.7%, -11.2%, 7.4%, 63.8
> C/C(=N\NC(=O)c1cccc(S(=O)(=O)N2CCOCC2)c1)c1ccc(O)cc1
→ -8.6%, nt, 0.0%, 68.0%[activator], 36.6%, -6.8%, -11.4
> CCOc1ccc(NC(=O)N(CCC(C)C)C2CCN(C(C)=O)CC2)cc1
→ -8.9%, 1.3%, -2.9%, -2.0%, 31.6%, -1.7%, 29.0
> Cc1ccc(S(=O)(=O)N2CCN(C(=O)NCc3ccc(C(=O)O)cc3)CC2)cc1
→ -11.2%, -2.3%, -4.3%, -3.8%, -3.4%, -13.3%, -26.3
> COc1ccc(OC(=O)c2cccc(S(=O)(=O)N3CCCC3)c2)cc1
→ -9.2%, 5.8%, 3.3%, -2.6%, -19.5%, 5.9%, 1.3
> Cc1ccc(-c2nn(-c3ccccc3)cc2NC(=O)c2ccccc2)cc1
→ -4.6%, 2.3%, -8.4%, ?, -42.9%, -5.5%, 4.8
> C(=C\c1ccco1)/C=N/n1cnnc1
→ ?, 12.6%, -2.8%, -20.8%, -8.1%, 28.2µM*, 69.6
> O=S(=O)(NCc1csc(-c2cccs2)n1)c1cccc(C(F)(F)F)c1
→ 7.4%, 4.7%, -3.7%, -2.4%, -23.7%, 8.5%, -26.4

# (listing goes on)
# Values run as follows: AmpC inh detg, LmPK inhibitor, TbPYK inhibitor, AMA1-RON2 inh, AmpC inh no detg, Sm TGR block, HCMV antiviral
> O=C(c1cccc(C(F)(F)F)c1)C1CCCN(C(=O)CN2CCCC2=O)C1 (stereo not given)
→ -1.0%, 5.7%, -17.6%, -10.6%, -8.0%, 5.9%, -18.2
> c1ccc2c(c1)ncn2Cc1nnc2sc(-c3ccc4c(c3)OCO4)nn12
→ -14.7%, -1.2%, -18.1%, 3.6%, -3.2%, -33.1%, 19.0
> CCOc1ccc(NC(=O)C2=C(C)C(=O)OC23CCC(C)CC3)cc1 (stereo not given)
→ 0.9%&-9.9%, -0.6%, 3.4%&0.2%, 3.7%, 3.6%, 16.5%&1.7%, -39.3&-11.8
> CCCc1ccc(S(=O)(=O)N2CCN(C(C)C(=O)NC3CCCC3)CC2)cc1 (stereo not given)
→ -13.9%, nt, -6.7%, 5.4%, 157.2%[activator], 6.7%, -24.1
> N#Cc1ccc(C(=O)Nc2cccc(S(=O)(=O)NC3=NCCC3)c2)cc1
→ nt, nt, 0.0%, -6.2%, -7.9%, nt, -9.6
> Cc1ccc(Nc2cc(C)nc3nncn23)c(C)c1
→ -5.6%, nt, -4.9%, nt, nt, -7.0%, 1.9
> O=C(N/N=C1\CCS(=O)(=O)c2ccc(F)cc21)c1ccc(O)cc1
→ -4.0%, -0.5%, -0.9%, -5.9%, -17.9%, 8.3%, -4.7
> COc1ccc(C(=O)/C=C/Nc2ccccn2)c(OC)c1
→ -11.3%, -8.8%, -2.5%, -3.1%, 0.4%, 7.3%, 68.9
> COC(=O)C[C@H]1c2ccccc2S(=O)(=O)N1c1cccc(OC)c1
→ nt, nt, -0.5%, 3.3%, nt, nt, 8.0
> COc1ccc(NC(=O)C#Cc2ccccc2)cc1
→ -14.3%, -8.4%, -0.1%, -0.2%, -25.9%, -34.7%, ?
> CCOC(=O)CCCCCC(=O)Nc1ccc2c(c1)C(=O)N([C@@H](C)CO)C[C@@H](C)[C@H](CN(C)C(=O)Nc1ccccc1)OCCCC[C@H](C)O2
→ nt, nt, 0.0%, -3.4%, nt, nt, -7.3
> Cc1ccc(N2C(=O)C3Sc4[nH]c(=O)sc4C(c4ccccc4)C3C2=O)cc1 (stereo not given)
→ 1.0%, 0.4%, 3.2%, -4.9%, -27.5%, 7.5%, -14.2
> CC1CCN(C(=O)c2cccc(NC(=O)c3nsc4ccccc34)c2)CC1
→ 24.3%, nt, 5.2%, nt, nt, 0.0%, 61.0
> Cc1ccccc1-c1nnc(SCc2ccccc2)o1
→ -21.1%, -1.7%, 2.6%, 101.5%[activator], -12.4%, -0.5%, -4.4
> CCOC(=O)c1ccc(NC(=O)NC2CC3CCC(C2)N3)cc1 (stereo not given)
→ 2.1%, -1.2%, 9.0%, -1.1%, -35.7%, -1.2%, -27.2

# Next entries:
# Values run as follows: AmpC inh detg, LmPK inhibitor, TbPYK inhibitor, AMA1-RON2 inh, AmpC inh no detg, Sm TGR block, HCMV antiviral
> CC(C)c1ccc(OCc2ccc(C(=O)N3CCN(c4ccccn4)CC3)cc2)cc1
→ 7.9%, 0.5%, -4.1%, -17.9%, 54.7%, 6.7%, -24.9
> CCOC(=O)c1cnc(SCC(=O)N2CCN(C(=O)c3ccco3)CC2)nc1N
→ ?, -0.3%, 3.1%, -6.0%, -13.2%, 1.9%, -5.7
> Cc1ccc(C)c(S(=O)(=O)N2CCN(CC(=O)N3CCc4ccccc4C3)CC2)c1
→ 0.1%, 7.4%, -9.0%, ?, 141.8%[activator], 4.3%, 6.9
> COc1ccccc1OCCNC(=O)CC(NC(C)=O)c1ccccc1 (stereo not given)
→ 4.7%, -10.2%, -3.2%, -0.4%, -2.4%, 2.9%, 5.4
> O=C1CCCN1CCCNC(=S)Nc1ccc(Br)cc1Cl
→ -12.2%, -6.8%, -13.1%, 17.8%, -3.7%, 14.1µM*, -22.3
> CCOc1ccc(N2CSC(=S)N(c3ccc(OCC)cc3)C2)cc1
→ -5.6%, 5.1%, -4.2%, -4.2%, -12.6%, 20.7%, 1.7
> CCN1CCN(C(c2ccc(Cl)cc2)c2c(O)cc(C)n(CCOC)c2=O)CC1 (stereo not given)
→ 11.0%, nt, 2.1%, nt, nt, 4.47µM*, -5.2
> COc1cccc(/C=C(/CC(=O)Nc2ccc(N3CCOCC3)cc2)c2nc3ccccc3s2)c1
→ -0.1%, 1.6%, 3.4%, -25.9%, -15.1%, 3.9%, -9.0
> Cc1ccc(C(=O)Nc2nnc(S(=O)(=O)N3CCC(C)CC3)s2)cc1
→ ?, -5.1%, -3.4%, 10.7%, -22.8%, -8.4%, 0.1
> Cc1ccc(CN(Cc2ccco2)C(=O)COc2ccccc2C)cc1
→ 1.4%, nt, -4.0%, nt, nt, -0.1%, -0.1
> CCCCN(C(=O)CCC(=O)Nc1cc(C)on1)C(C(=O)NC(C)(C)C)c1ccccc1Cl (stereo not given)
→ 2.9%, 0.5%, -4.4%, 0.3%, 38.0%, 0.9%, -13.8
> COC(=O)Cc1c[nH]c2ccc(OCC(O)CNC(C)C)cc12 (stereo not given)
→ -12.5%, 3.7%, -9.3%, -9.1%, -8.3%, -14.1%, 1.4
> O=C(Nc1cccc(NC(=O)c2ccc(Br)cc2)c1)c1ccccc1
→ 0.9%&10.6%, 4.7%, 1.2%&0.0%, 13.9%, -21.5%, 8.9%&0.8%, ?
> O=C(Nc1cc(C(F)(F)F)ccc1N1CCCCC1)c1ccc(Br)o1
→ ?, 0.3%, 7.4%, 1.4%, -15.2%, 2.1%, -12.1
> O=C(NCC1CCCN(C(=O)CN2CCCCC2)C1)c1ccccc1Cl (stereo not given)
→ 2.3%, 1.1%, -0.4%, 15.2%, -18.1%, -5.8%, -12.9

# One compound at a time (already shown). Order of screens: AmpC inh detg | LmPK inhibitor | TbPYK inhibitor | AMA1-RON2 inh | AmpC inh no detg | Sm TGR block | HCMV antiviral
# CC(C)c1ccc(OCc2ccc(C(=O)N3CCN(c4ccccn4)CC3)cc2)cc1 reads 7.9% | 0.5% | -4.1% | -17.9% | 54.7% | 6.7% | -24.9
# Cc1ccc(CN(Cc2ccco2)C(=O)COc2ccccc2C)cc1 reads 1.4% | nt | -4.0% | nt | nt | -0.1% | -0.1
# COc1ccccc1OCCNC(=O)CC(NC(C)=O)c1ccccc1 (stereo not given) reads 4.7% | -10.2% | -3.2% | -0.4% | -2.4% | 2.9% | 5.4

# (more compounds)
# Values run as follows: AmpC inh detg, LmPK inhibitor, TbPYK inhibitor, AMA1-RON2 inh, AmpC inh no detg, Sm TGR block, HCMV antiviral
> O=S(=O)(Cc1ccccc1)c1nc2ccccc2n1Cc1ccccn1
→ -4.8%, 0.7%, -6.3%, -4.0%, -12.5%, ?, -29.9
> COc1cccc(CNS(=O)(=O)c2csc(C(N)=O)c2)c1
→ 3.0%, -1.3%, 6.8%, -5.9%, -17.7%, 2.7%, -30.1
> CC1CC1C(=O)OCc1cc(=O)n2cc(Br)ccc2n1 (stereo not given)
→ ?, -0.3%, -3.6%, 34.1%[activator], -13.8%, -5.8%, -82.9*
> O=C(Cn1c(C2CC2)nc2ccccc2c1=O)Nc1ccc(Br)cc1
→ 4.4%, 3.2%, 1.5%, 6.1%, -36.9%, 2.1%, -1.0
> O=C(Cc1ccccc1)Nc1sc2c(c1C(=O)Nc1ccccc1Cl)CCCCC2
→ -7.2%, nt, 0.5%, nt, nt, -7.1%, 6.7
> O=C(Nc1ccc2oc(-c3ccccc3F)nc2c1)c1ccc2c(c1)OCCO2
→ 2.9%, 0.7%, -8.8%, 8.44µM*, 4.6%, 4.6%, ?
> CC(C)CCn1c(=O)c2ccccc2c2ccccc2c1=O
→ -2.9%, 1.9%, -4.4%, 32.3%[activator], -11.3%, 8.6%, 4.8

# Assay outcomes: PubChem, National Center for Advancing Translational Sciences (NCATS)
